# AddAB inh: growth inhibition of E. coli expressing H. pylori AddAB, primary screen, AddAB inhibitor project, absorbance | inhibition, % at 11.9 µM | actives 0.29% (n = 330,000) | AID 435030, 2010; in the data active means inhibition above about 12%;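 further: 0% = vehicle wells of infected cells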
# Tat export inh: E. coli Tat export inhibitors, primary screen, MC4100, TorA-mCherry reporter, fluorescence, single point. inhibition, % at 10 µM. actives 0.036% (n = 340,000). AID 488895, 2010;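 active means mean replicate inhibition at least 50% and at least half of replicates individually reaching 50%; inconclusive means only one of the two criteria met; inactive means neither criterion met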;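 further: exported cargo escapes ClpAP degradation while cytoplasmic cargo is degraded and loses fluorescence; 0% = median of neutral control wells and 100% = median of NaSCN control wells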
# DAGLB inhibitor: DAGLB lipase inhibitors, primary screen, biochemical, fluorescence, HTS; HEK293T DAGLB membrane lysate, EnzChek fluorogenic substrate; Diacylglycerol lipase-beta (Homo sapiens), Q8NCG7; AID 504411, 2011; inhibition, % at 5.17 µM; actives 0.059% (n = 340,000); in the data active means inhibition above about 34%;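 further: 0% = enzyme with vehicle and 100% = wells lacking enzyme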
# Target sequence (Q8NCG7 whole entry, looked up): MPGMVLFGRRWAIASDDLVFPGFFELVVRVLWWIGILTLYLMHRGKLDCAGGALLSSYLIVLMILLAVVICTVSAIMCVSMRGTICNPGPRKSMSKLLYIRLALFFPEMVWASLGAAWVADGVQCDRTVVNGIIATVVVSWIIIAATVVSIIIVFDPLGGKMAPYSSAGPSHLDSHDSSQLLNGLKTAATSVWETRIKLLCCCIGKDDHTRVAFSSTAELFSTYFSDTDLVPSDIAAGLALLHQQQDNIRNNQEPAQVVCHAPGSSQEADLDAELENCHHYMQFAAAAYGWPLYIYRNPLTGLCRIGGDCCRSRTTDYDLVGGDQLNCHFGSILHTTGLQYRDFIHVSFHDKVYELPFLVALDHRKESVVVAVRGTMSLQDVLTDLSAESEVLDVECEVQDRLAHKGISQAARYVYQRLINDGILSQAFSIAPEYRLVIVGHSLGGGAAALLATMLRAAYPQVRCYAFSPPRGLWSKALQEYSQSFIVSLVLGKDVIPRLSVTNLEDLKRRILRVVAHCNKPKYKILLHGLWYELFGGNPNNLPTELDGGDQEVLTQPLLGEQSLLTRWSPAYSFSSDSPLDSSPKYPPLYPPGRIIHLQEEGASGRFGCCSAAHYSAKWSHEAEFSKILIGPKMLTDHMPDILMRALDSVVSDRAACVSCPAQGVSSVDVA
# CAL PDZ FP: CAL PDZ peptide-binding inhibitors, primary screen, biochemical, fluorescence polarization, Cer-tagged CAL PDZ, HTS | purified CAL PDZ, TMR-peptide fluorescence polarization, 1 h | inhibition, % at 20 µM | actives 0.02% (n = 330,000);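 active means highest replicate inhibition of at least 40%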;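 further: plate controls were DMSO neutral control wells for no effect and unlabeled competitor peptide control wells for full effect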
#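 Test system: purified CerCALP PDZ construct; Compound dosing: one concentration, 20 µM compound; Also added: TMR-labelled reporter peptide T*-PRC34 bound in PDZ groove; Read-out: inhibition from polarization loss; Controls: unlabelled peptide and DMSO controls; Signal: FP readout, S and P plane fluorescence; Incubation: 1 h at RT.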
# Ecoli viability: E. coli V3065 growth inhibition, primary screen, counter-screen for AddAB inhibitor project, absorbance, OD600; inhibition, % at 11.9 µM; actives 0.27% (n = 330,000); 18 h;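 active means inhibition above the campaign's mean inhibition across all tested compounds plus 3 SD, cut at about 9.9% in these data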;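 further: uninfected addAB+ strain grown without phage in ampicillin broth; 0% = DMSO wells and 100% = ciprofloxacin 0.95 µg/ml wells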
# PvdQ acylase: P. aeruginosa PvdQ acylase inhibitors, primary screen, biochemical, fluorescence, plate reader and imaging, single point. inhibition, % at 10 µM. PvdQ acylase [Pseudomonas aeruginosa LESB58]. purified PvdQ acylase. actives 0.063% (n = 340,000); in the data active means inhibition above about 30%, passing the limit was not always enough; inconclusive means no clear call, values can overlap the other calls;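 further: 0% = vehicle neutral wells and 100% = reference inhibitor wells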
# phage Ecoli inh: growth loss of phage-infected E. coli, primary screen, RecBCD inhibitor project, absorbance, with phage, HTS; inhibition, % at 11.9 µM; actives 0.26% (n = 360,000); AID 651602, 2012; in the data active means inhibition above about 11%
# Rtt109 HAT inh: inhibitors of C. albicans Rtt109/Vps75 HAT, primary screen, biochemical, ThioGlo CoA-SH fluorescence, plate reader; Histone acetyltransferase RTT109 (Candida albicans (strain SC5314 / ATCC MYA-2876)), …; purified Rtt109/Vps75, 4 h; inhibition, % at 34.9 µM; actives 0.16% (n = 330,000); AID 540336, 2011;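 active means inhibition of at least 50% in every replicate; inconclusive means best replicate reaches 50% inhibition but some replicates fall short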
# Target sequence (Q5AAJ8 whole entry, looked up): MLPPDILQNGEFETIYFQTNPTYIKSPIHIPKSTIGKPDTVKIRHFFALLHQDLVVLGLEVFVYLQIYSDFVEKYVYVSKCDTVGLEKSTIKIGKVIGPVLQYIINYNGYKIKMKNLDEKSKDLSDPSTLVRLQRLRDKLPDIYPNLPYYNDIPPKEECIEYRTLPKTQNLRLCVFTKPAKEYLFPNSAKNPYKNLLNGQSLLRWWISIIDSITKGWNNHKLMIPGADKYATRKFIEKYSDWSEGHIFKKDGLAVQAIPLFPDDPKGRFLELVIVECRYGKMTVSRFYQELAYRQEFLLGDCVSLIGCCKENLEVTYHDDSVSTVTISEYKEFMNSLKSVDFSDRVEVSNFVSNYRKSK
# PfHsp90 set2: growth inhibition of PfHsp90-expressing yeast, primary screen, antimalarial PfHsp90 inhibitor project, S. cerevisiae, BacTiter-Glo luminescence, single point, set 2 | BacTiter-Glo ATP, 48 h; yeast lacking PDR1 and PDR3 efflux regulators | inhibition, % at 9.4 µM | actives 0.32% (n = 310,000);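 active means every replicate shows inhibition above about 80%, whatever the replicate mean, limit read from the data; inconclusive means mean inhibition reaches the set limit but some replicate falls short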;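 further: 0% = DMSO neutral controls and 100% = 20 µM radicicol positive controls; yeast relying on Plasmodium falciparum Hsp90 in place of its own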
# Wnt bcat act: Wnt/beta-catenin pathway activators, primary screen, cell-based, plate reader, single point. activation, % at 9.35 µM. actives 1.2% (n = 300,000). Wnt/beta-catenin reporter cell assay, activator; in the data active means activation above about 30%, passing the limit was not always enough; inconclusive means no clear call, values can overlap the other calls;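 further: 0% = neutral control wells and 100% = positive control wells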
# Starred values were filed as active, the others as inactive; u = inconclusive; x = not tested or not shown.
SMILES,AddAB inh,Tat export inh,DAGLB inhibitor,CAL PDZ FP,Ecoli viability,PvdQ acylase,phage Ecoli inh,Rtt109 HAT inh,PfHsp90 set2,Wnt bcat act
COc1ccc2sc(-c3ccccc3OC)c(-c3ccc(OC)nc3)c2c1,2.0,3,-15,0.1,2.0,-8,3.2,-2,-21,11
CCC(C)n1nccc1NC(=O)C(C)Cl (stereo not given),1.4,u,0,-1.2,0.1,-13,2.8,2,-6,-3
N#CC1=C(N)Oc2n[nH]c(-c3ccccc3)c2C12C(=O)Nc1ccccc12 (stereo not given),3.1,0,1,-1.6,-1.3,3,2.4,7,x,3
O=C(/C=C/c1ccc(F)cc1)Nc1cccc(S(=O)(=O)N2CCOCC2)c1,-0.2,-7,0,-3.3,-0.2,-17,2.1,-1,-10,-2
CCCCN1C(=O)C(NC(C)=O)c2ccccc21 (stereo not given),0.2,-11,1,-0.6,-1.5,-7,1.1,-6,-8,x
COc1ccc(S(=O)(=O)Nc2c(F)cccc2F)cc1,3.3,-12,-2,-0.6,-1.2,3,3.1,-2,17,0
O=C(NCc1ccco1)c1cccs1,0.3,-14,-1,0.3,-1.4,-10,0.9,-4,-20,x
Cc1ccc(S(=O)(=O)N2CCC(C(=O)N3CCC(C(=O)NCc4cccnc4)CC3)CC2)cc1,2.3,4,2,-0.1,0.2,1,1.4,2,10,0
Nc1nc(N)c(N=Nc2ccc(S(N)(=O)=O)cc2)c(=O)[nH]1,0.4,-11,-4,-1.8,-0.4,-17,1.5,2,-22,-3
COc1ccc(-c2noc3c2-c2nc(-c4ccc(C)cc4)sc2CC3)cc1,2.8,-19,-6,-0.1,1.0,-5,2.3,-5,30,-7
O=C(c1ccco1)N1CCN=C1SCc1ccccc1Cl,1.9,3,-6,-0.8,1.5,-17,3.5,-5,-15,-4
C=CCc1c(C)nc(-c2ccccc2)nc1Nc1ccccc1O,-0.8,-1,-4,-0.5,1.3,13,0.9,8,3,-3
Oc1ccccc1-c1nc2ccccc2nc1-c1ccccc1,0.9,5,-1,-0.5,1.0,-6,-2.9,-1,-13,2
CN(C)CCCN(C(=O)CCc1ccccc1)c1nc2c(F)cccc2s1,5.6,-9,-4,-4.9,-0.3,-11,0.5,10,-4,x
Cc1cc(NC(=O)COC(=O)C2CC(=O)N(c3ccccc3Cl)C2)no1 (stereo not given),2.9,9,0,-1.7,2.9,-21,1.2,-2,1,-2
COc1cccc(C(=O)Nc2cc(NC(=O)c3cccs3)ccc2C)c1OC,0.8,8,0,-2.2,2.0,-4,0.6,-6,-9,2
Nn1cc(-c2ccccc2)nc1SCC(=O)Nc1ccc(S(N)(=O)=O)cc1,4.8,1,2,-2.9,1.6,-15,0.9,-7,11,-2
COc1cccc(N2CCN(C(=S)Nc3cccc(C)c3)CC2)c1,2.4,-2,-5,0.1,2.0,3,1.2,8,x,x
COc1ccc(C)cc1NC(=O)CN(Cc1nnc(-c2ccc(Cl)cc2)o1)C1CCCC1,1.1,18,-9,-1.9,0.3,-9,2.1,8,14,-2
CN(C)S(=O)(=O)N1CCC(Oc2cccc(C(=O)NC3CCCCC3)c2)CC1,2.5,5,0,-0.8,-0.9,-15,-1.3,2,17,-4
O=c1nc2c(O)cccn2c2c1c(=O)[nH]c1ccccc12,x,-3,-6,-1.0,x,-1,2.1,-9,-8,0
N#C/C(=C(/O)CN1CCCC1)c1nc(-c2ccccc2)cs1,0.4,2,-1,-0.7,0.0,-15,3.9,1,-33,30
O=c1c2sccc2nc(SCc2cc(=O)n3ccccc3n2)n1Cc1ccccn1,-2.2,x,x,x,-0.6,x,0.8,x,x,u
O=c1nc2ccccc2c(NS(=O)(=O)c2ccc(Cl)cc2)n1-c1ccccc1,2.4,1,-2,-2.1,-0.1,-9,-0.3,-2,-22,-4
COc1ccccc1NC(=O)c1cc2ccccc2nc1C,1.0,-5,-3,x,1.6,-4,4.5,-10,-8,2
CCOc1ccccc1N(CC(=O)N/N=C/c1cc(Br)ccc1OC)S(C)(=O)=O,1.5,10,2,-1.2,-2.3,-2,1.6,10,1,x
S=c1[nH]nc(-c2ccco2)n1/N=C/c1ccc(Cl)cc1,-2.1,-6,2,-1.2,-0.8,1,1.2,1,-21,-1
CC(=O)N1c2ccc(S(=O)(=O)CCC(=O)O)cc2CC1C (stereo not given),2.4,-3,-6,0.6,1.5,-4,0.8,4,-22,x
CC(C)(C)c1ccc(COn2c(=O)c(-c3ccco3)[n+]([O-])c3ccccc32)cc1,-0.4,-8,2,-1.3,-1.8,-15,3.2,-3,-28,x
C/C(=N\NC(=O)c1ccccc1Cl)c1ccccn1,-3.1,8,-3,-1.1,-4.8,-6,-6.7,-16,0,15
CCCc1cc(C(=O)N/N=C/c2ccc(C)o2)c2ccccc2n1,1.6,2,-4,-3.8,-0.1,-5,2.4,-1,16,-14
COc1ccc(C(C)=O)cc1CC(=O)Nc1cccc(S(=O)(=O)N2CCOCC2)c1,2.5,8,-5,-0.5,-1.3,6,-1.6,12,11,-2
CCOC(=O)c1cc(C#N)c(SCc2cccc3ccccc23)nc1C,5.0,-14,-5,0.8,-1.1,12,2.6,1,-7,-4
O=C(OCC(=O)N1CCCC1)c1ccc(S(=O)(=O)Nc2ccccc2)cc1,-0.4,-4,1,-0.1,0.6,5,-0.1,8,3,-2
O=C(CN1C(=O)COc2ccccc21)c1ccc(Cl)cc1,1.6,-1,-3,-1.7,0.8,2,2.0,0,x,-1
C[C@@H]1CC=C[C@H]2[C@H]1C(=O)N(Cc1ccccc1)[C@H]2c1ccc2ccccc2c1,1.9,11,-10,-2.8,1.0,0,1.6,4,27,-4
COc1ccc(Cc2c(O)nc(SCC(C)C)[nH]c2=O)cc1,0.8,-9,-1,-0.3,0.1,-21,0.1,0,-5,3
CS(=O)(=O)c1ccc(Cl)c(NC(=O)COC(=O)c2cccc(C#N)c2)c1,2.8,-14,1,0.8,0.1,-15,3.6,x,-8,0
N#Cc1ccc(-c2cn3c(n2)SCC3)cc1,x,3,0,0.2,x,-57,-0.4,6,-13,4
Cc1ccc2c(C)c(C(=O)Nc3ccc(S(=O)(=O)Nc4onc(C)c4C)cc3)oc2c1,1.2,7,1,-0.6,-0.7,0,1.1,17,-8,0
c1ccc(NCn2cncn2)nc1,4.0,-5,-1,-0.3,0.2,11,3.4,-3,0,1
COc1ccc(C)cc1NC(=O)C(C)N(c1ccc(C)cc1)S(C)(=O)=O (stereo not given),0.0,4,0,-0.5,-4.4,-4,2.0,-2,x,x
O=C(COC(=O)c1cc(-c2cccs2)nn1-c1ccccc1)Nc1cc([N+](=O)[O-])ccc1Cl,-0.2,-1,-1,-2.0,2.5,-16,3.9,0,-17,-5
COC(=O)CON1C(=O)c2ccccc2C1=O,2.7,-3,0,-0.8,-2.0,-11,2.2,-6,x,0
COc1ccccc1CNC(=O)COC(=O)Cn1cnc2ccccc21,-0.9,-1,0,-2.3,-0.2,5,2.9,-2,7,0
Cn1c(=O)oc2cc(S(=O)(=O)NCCC(=O)NCc3ccc(F)cc3)ccc21,3.5,2,1,-1.8,0.3,-5,-0.6,-4,9,-1
Cc1ccc(S(=O)(=O)N2CCN(C)CC2c2ccccc2)cc1 (stereo not given),-0.1,-9,-2,-0.3,-2.5,-1,-0.1,-7,x,-2
CC12CCC(=O)N1C(C(=O)NCc1ccc(Cl)cc1Cl)CS2 (stereo not given),-1.7,5,0,-1.2,-0.4,-12,0.6,1,x,8
CCSc1nnc(N2C(=O)c3ccc(C(=O)c4ccc(C(=O)O)cc4)cc3C2=O)s1,1.1,1,-1,-0.1,1.0,6,2.2,1,3,15
CCCc1nnc(NC(=O)CCC(=O)Nc2ccc(F)cc2)s1,2.0,-3,0,-4.2,2.9,-12,3.1,-7,-28,0
CCOc1ccccc1N1C(=O)CC(Sc2nccc(C)n2)C1=O (stereo not given),x,-4,2,-7.6,x,-8,2.1,4,2,0
O=C(CN(C(=O)CCC(=O)Nc1nccs1)C1CCCC1)NCc1ccc2c(c1)OCO2,0.7,5,4,x,0.9,-4,2.9,-3,15,-14
O=C(COc1ccc(S(=O)(=O)NC2CCCCC2)cc1)N1CCN(c2ccc(F)cc2)CC1,1.1,-4,0,-1.0,1.7,-16,1.8,-4,6,-10
CC(CCc1ccccc1)NC(=O)CSc1nccc(=O)[nH]1 (stereo not given),-1.3,-7,-1,0.2,1.9,-2,1.6,-5,-2,x
O=C(CNC(=O)c1ccc2c(c1)OCO2)Nc1ncccc1O,0.9,-3,0,-1.9,1.9,-17,2.5,-2,-23,1
COC(=O)c1ccc2[nH]c3c(c2c1)CC(C)CC3 (stereo not given),4.6,1,-5,-2.2,3.0,10,1.8,9,-53,17
CC1CC(NC(=O)CCn2c(=O)oc3ccccc32)CC(C)(C)C1 (stereo not given),-0.6,-4,3,-0.8,1.7,-4,1.6,4,13,0
CN1C2C=C(N(CCc3ccccc3)C(=O)c3ccc(Cl)cc3)CC1CC2 (stereo not given),0.9,-9,-2,0.1,1.3,-10,3.9,-3,-15,2
CC(O)CNc1nc2ccccc2n1CC(=O)NC12CC3CC(CC(C3)C1)C2 (stereo not given),0.9,-6,-3,0.1,-0.2,-1,0.8,11,6,0
CCCNC(=O)c1ccc2c(=O)n(Cc3ccco3)c(=S)[nH]c2c1,2.0,7,1,-1.5,1.1,-12,-0.5,5,9,0

# Full records, looked up by structure:
# Cc1ccc(S(=O)(=O)N2CCN(C)CC2c2ccccc2)cc1 (stereo not given) is listed as AddAB inh: -0.1; Tat export inh: -9; DAGLB inhibitor: -2; CAL PDZ FP: -0.3; Ecoli viability: -2.5; PvdQ acylase: -1; phage Ecoli inh: -0.1; Rtt109 HAT inh: -7; PfHsp90 set2: x; Wnt bcat act: -2
# CC(CCc1ccccc1)NC(=O)CSc1nccc(=O)[nH]1 (stereo not given) is listed as AddAB inh: -1.3; Tat export inh: -7; DAGLB inhibitor: -1; CAL PDZ FP: 0.2; Ecoli viability: 1.9; PvdQ acylase: -2; phage Ecoli inh: 1.6; Rtt109 HAT inh: -5; PfHsp90 set2: -2; Wnt bcat act: x

# More structures follow:
SMILES,AddAB inh,Tat export inh,DAGLB inhibitor,CAL PDZ FP,Ecoli viability,PvdQ acylase,phage Ecoli inh,Rtt109 HAT inh,PfHsp90 set2,Wnt bcat act
O=C(Nc1ccc(Cl)cc1)c1ccc2ncsc2c1,1.7,-3,-2,-4.5,2.9,-12,2.9,-1,-26,19
NNC(=O)c1cc2c(ccc3ccccc32)o1,1.5,-3,-6,-0.7,2.9,10,4.6,-4,13,1
O=C(Cn1nnc(-c2ccccc2NC(=O)c2ccccc2F)n1)NC1CCCC1,0.9,1,-3,0.1,-0.4,-7,5.0,-4,10,-1
O=C(O)c1cccc(NS(=O)(=O)c2ccc(Cl)c(C(=O)Nc3cccc([N+](=O)[O-])c3)c2)c1,-0.9,-4,4,-1.0,1.6,5,0.9,37,-1,-1
